Assay outcomes as filed in PubChem.
TR SRC2 fluor cs = alters Texas Red total fluorescence, flagging assay interference. AID 1479. Potency, µM (doses to about 106 µM), inactives show at the top dose fluorescence change, negative = quenching. 280,000 tested, 0.29% active. TRb/SRC2 Texas Red total fluorescence interference; active = well fitted curve in either direction with a large enough effect; inconclusive = small, poorly fitted or top-dose-only effect
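Flags fluorescent or light-absorbing compounds by total fluorescence, S + 2P, at 555 nm excitation and 632 nm emission. Mixture: 20 nM Texas Red SRC2 peptide, 0.6 uM human TRb LBD, 1 uM T3, 5% DMSO; compound exposure 5 h at ambient temperature.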
RECQ1 helicase = RECQ1 (human) helicase inhibition; P46063; RECQ1 DNA unwinding, red fluorescence kinetic read; Potency, µM (top dose mostly 57.3 µM), for the others: at the highest dose activity, negative = inhibition, usual class: inhibitors; 240,000 tested, 0.54% active; AID 2549;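 also: plate controls were vehicle for no effect and no enzyme for full effect; nearly all actives have a fitted effect of over 30% in size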
Target sequence (P46063 whole entry, looked up): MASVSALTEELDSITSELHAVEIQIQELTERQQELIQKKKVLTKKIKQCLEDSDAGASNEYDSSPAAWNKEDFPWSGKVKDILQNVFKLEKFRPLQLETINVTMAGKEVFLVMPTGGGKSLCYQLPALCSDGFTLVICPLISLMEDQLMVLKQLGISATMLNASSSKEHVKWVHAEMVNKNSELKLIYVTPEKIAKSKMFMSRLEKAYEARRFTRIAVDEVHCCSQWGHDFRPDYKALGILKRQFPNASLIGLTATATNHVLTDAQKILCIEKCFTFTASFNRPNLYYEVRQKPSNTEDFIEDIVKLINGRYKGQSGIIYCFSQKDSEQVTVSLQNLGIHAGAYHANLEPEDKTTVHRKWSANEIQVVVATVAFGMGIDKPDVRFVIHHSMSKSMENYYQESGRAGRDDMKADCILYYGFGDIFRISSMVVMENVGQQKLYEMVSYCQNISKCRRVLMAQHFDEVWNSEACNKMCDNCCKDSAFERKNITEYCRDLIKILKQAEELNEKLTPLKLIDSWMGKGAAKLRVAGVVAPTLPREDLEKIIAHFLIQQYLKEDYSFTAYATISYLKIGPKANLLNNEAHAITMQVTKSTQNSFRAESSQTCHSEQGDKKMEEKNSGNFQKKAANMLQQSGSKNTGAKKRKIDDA
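50 nM RECQ1T1 preincubated 15 min with compound in Tris pH 8.0 buffer with MgCl2, DTT, Tween-20 and 2.5 ug/ml poly(dI-dC); started with 200 nM TAMRA/BHQ-2 forked duplex and 2 mM ATP. Unwinding read as fluorescence (525/598 nm), two reads 2 h apart.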
GAA glycogen = alters human alpha-glucosidase cleavage of glycogen; P10253; recombinant GAA, glycogen substrate, Amplex Red glucose oxidase fluorescence; Potency, µM (top dose mostly 76.4 µM), inactives show top-dose activity change, negative = inhibition, usual class: inhibitors; 300,000 tested, 0.38% active;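 also: 0% = full enzyme reaction and -100% = no-enzyme basal signal; the screen sought inhibitors and activators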
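Recombinant human enzyme (4 nM); glycogen substrate; 37 C, 40 min, pH 5.0. Readout: coupled glucose oxidase/Amplex Red fluorescence.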
GAA spleen mod = lysosomal alpha-glucosidase (human) modulation. P10253. human spleen homogenate, 4-MU-alpha-glucoside fluorescence. Potency, µM (titrated, usually from 79.9 µM), inactives show top-dose activity change, negative = inhibition, actives largely listed as inhibitors. 240,000 tested, 0.006% active. AID 2112;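 also: 0% = enzyme with vehicle and -100% = no enzyme basal signal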
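Human spleen homogenate (1 ug) with 4-methylumbelliferyl-alpha-D-glucopyranoside (1 mM final) in 50 mM citrate/phosphate pH 5.0, 0.01% Tween-20; 40 min at 37 C. Stopped at pH 10; 4-MU fluorescence Ex 365/Em 440 nm; AC50 by Hill fit.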
L3MBTL1 inh = inhibitors of human L3MBTL1 | Q9Y468 | AlphaScreen L3MBTL1–H3K9me1 peptide binding | Potency, µM (top dose mostly 57.1 µM), for the others: at the highest dose activity, negative = inhibition, hits mostly inhibitors | 230,000 tested, 0.66% active | AID 485360; also: nearly all actives have a fitted effect of over 60% in size
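Read-out is AlphaScreen signal from streptavidin donor and nickel chelate acceptor beads (10 ug/mL final each) bridging L3MBTL1 (50 nM) and biotinylated K9-monomethylated H3(1-15) peptide (75 nM), after 30 min compound exposure at room temperature.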
TRb SRC2 PPI = disrupts binding of human TR beta to SRC2; TRbeta-SRC2 peptide binding, fluorescence polarization; receptor liganded with 1 µM T3; P10828; Potency, µM (series often up to 106 µM), for inactives: at the highest dose activity change, negative = inhibition, hits mostly inhibitors; AID 1469; 280,000 tested, 0.065% active;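 also: plate controls were bound peptide for no effect and peptide without receptor for full effect; nearly all actives have a fitted effect of over 50% in size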
Target sequence (P10828 whole entry, looked up): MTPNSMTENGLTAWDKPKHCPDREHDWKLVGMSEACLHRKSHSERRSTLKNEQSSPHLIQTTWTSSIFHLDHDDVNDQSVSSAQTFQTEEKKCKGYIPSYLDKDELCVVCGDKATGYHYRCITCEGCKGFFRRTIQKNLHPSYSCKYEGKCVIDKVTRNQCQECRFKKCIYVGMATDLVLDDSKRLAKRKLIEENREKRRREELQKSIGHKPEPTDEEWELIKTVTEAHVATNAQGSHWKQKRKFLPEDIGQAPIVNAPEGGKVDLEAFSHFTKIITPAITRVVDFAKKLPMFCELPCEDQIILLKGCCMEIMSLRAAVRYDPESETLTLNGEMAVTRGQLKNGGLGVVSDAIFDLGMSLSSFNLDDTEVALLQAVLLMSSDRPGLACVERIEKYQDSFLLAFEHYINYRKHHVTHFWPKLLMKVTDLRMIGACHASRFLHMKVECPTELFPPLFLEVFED
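Fluorescence polarization of 20 nM Texas Red SRC2 peptide with 0.6 uM human TRb ligand-binding domain, in Tris buffer with 1uM T3 and 5% DMSO. Incubated 5 hr ambient; normalized to unbound and bound controls.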
GAA inh = alpha-glucosidase (human) inhibition; purified human GAA, 4-MU-alpha-glucoside fluorescence; 200,000 tested, 0.005% active; AID 1466; Potency, µM (titrated, usually from 76.9 µM), for the others: at the highest dose activity change, negative = inhibition, hits mostly inhibitors; P10253;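 also: plate controls were uninhibited enzyme wells for no effect and no-enzyme background for full effect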
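Compounds are titrated up to 77 uM against 4 nM human enzyme. Substrate 4-methylumbelliferyl-alpha-D-pyranoside (400 uM) reacts 20 min at room temperature in pH 5.0 buffer; liberated 4-methylumbelliferone is read at 440 nm.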
GoLoco inh red = inhibitors of human Gai1-RGS12 GoLoco interaction (red fluorophore). Gai1:RGS12 GoLoco peptide FP, rhodamine, 10 min. 230,000 tested, 0.44% active. P63096. AID 880. Potency, µM (series often up to 61.6 µM), for inactives: top-dose activity, negative = inhibition, usual class: inhibitors; active = well fitted inhibition curve with a large enough effect, not every such curve was filed as active; inactive = no such curve, though single readings can be large or run the other way; also: nearly all actives have a fitted effect of over 30% in size; many of its hits are not listed in these tables
Starred values were filed as active, the others as inactive; i = inactive; ? = inconclusive; · = not tested or not shown; & = joins results of further samples; [ ] = another dose, or the depositor's remark. Unless noted, calls follow the shape of the dose curve; as a rule, active = well fitted curve in the direction sought with a large enough effect; inconclusive = small, poorly fitted or top-dose-only effect, or another doubt; inactive = no such curve, though single readings can be large; an effect the other way counts as inactive or inconclusive. Unless noted, % is scaled to controls: 0 for no effect and ±100 for the full control effect; potency is read from the fitted curve at half-maximal effect. Some of the compounds tested. The share of hits here may be higher or lower than overall.

SMILES	TR SRC2 fluor cs	RECQ1 helicase	GAA glycogen	GAA spleen mod	L3MBTL1 inh	TRb SRC2 PPI	GAA inh	GoLoco inh red
O=S(=O)(CCn1cccc1)CCn1cccc1	-6%	-3%	1%	5%	-5%	-2%	-8%	1%
Cn1c(CN2CCN(CC#N)CC2)c(C#N)c2ccccc21	0%	-10%	-11%	-8%	·	8%	4%	-3%
CCOc1cc(/C=N/N=C2/NC(=O)C(CC(=O)O)S2)ccc1OCc1ccccc1Cl (stereo not drawn)	-5%	-2%	-3%	3%	·	2%	-1%	6%
O=C(Cn1nnc2ccccc21)OCC(=O)c1ccc(Cl)cc1	0%	i	1%	3%	·	-12%	·	-16%
Cc1ccc(S(=O)(=O)/N=C2/NC(=O)/C(=C\c3ccco3)S2)cc1	-8%	?	5%	-7%	-10%	7%	-7%	-1%
CCCC(=O)Nc1ccccc1NC(=O)C1CCCCC1	0%	-2%	-3%	-2%	-6%[11.4 µM]	-12%	-6%	3%
COc1ccc(NC(=O)N2CCc3nc(-c4ccc(OC)cc4C)c4c(c3C2)CO[C@@H](c2ccccc2)C4)cc1	-1%[11.2 µM]	i[11.5 µM]	·	-3%[17.4 µM]	·	-1%[11.2 µM]	·	-23%[14.2 µM]
Cc1ccc2c(c1)c1nnc(SCC(=O)N3CCCc4ccccc43)nc1n2CC(=O)O	-3%	8%	16%	-1%	1%	-3%	13%	4%
CCOC(=O)CCc1c(C)c(C#N)c2nc3ccccc3n2c1-n1ccnc1	2%	-11%	-1%	-2%	4%	-2%	-6%	1%
CCN(CC)CCCNC(=O)c1ccc2c(=O)n(Cc3ccc4c(c3)OCO4)c(=S)[nH]c2c1	0%	-13%	-5%	5%	·	6%	-7%	-1%
O=C(CS(=O)(=O)c1ccc2ccccc2c1)Nc1ccccc1Cl	1%	-4%	-12%	2%	7%	2%	-2%	4%
O=c1cc(CN2CCc3ccccc32)nc2sccn12	5%	-2%	-16%	-3%	·	5%	6%	-6%
Cc1ccc(S(=O)(=O)Oc2ccc(/C=N/N=C3/NC(=O)C(CC(=O)O)S3)cc2)cc1 (stereo not drawn)	-1%	i	7%	-2%	-2%	1%	?	12%
O=C1N2CN(C(c3ccccc3)c3ccccc3)CN=C2SC1(CO)CO	1%	10%	3%	6%	·	-5%	-6%	-8%
C[C@@]12CCC(OC(=O)c3ccccc3)CC1CCc1ccccc12 (stereo partly drawn)	-3%	-10%	·	-4%	·	1%	·	3%
Cc1cc(Nc2ccccc2)nc(N)n1	-1%	0%	8%	-6%	1%	-4%	-26%	2%
Cc1cccc(NC(=S)NC(=O)c2cc(-c3ccccc3)nc3ccccc23)c1	-1%	i	-1%	3%	-17%	-8%	-7%	8%
COc1ccc(CCN(Cc2cccs2)S(=O)(=O)c2ccc(-n3cnnn3)cc2)cc1OC	-2%	i	-6%	-5%	-5%	-3%	-4%	7%
N#CCSc1nnc(CNc2cccc(Cl)c2)o1	-2%	-13%	-6%	-9%	2%	-7%	4%	0%
O=C(Nc1nc2ccccc2c(=O)s1)c1ccco1	0%	i	-3%	-3%	·	0%	·	4%

Limited to GAA spleen mod and TRb SRC2 PPI (two entries from above):
| compound | GAA spleen mod | TRb SRC2 PPI |
| --- | --- | --- |
| C[C@@]12CCC(OC(=O)c3ccccc3)CC1CCc1ccccc12 (stereo partly drawn) | -4% | 1% |
| Cc1cc(Nc2ccccc2)nc(N)n1 | -6% | -4% |

Carrying on.
SMILES	TR SRC2 fluor cs	RECQ1 helicase	GAA glycogen	GAA spleen mod	L3MBTL1 inh	TRb SRC2 PPI	GAA inh	GoLoco inh red
Cc1ccc(Cc2nc(-c3cccnc3)no2)cc1	-6%	-13%	0%	-9%	49%[activator]	-6%	1%	-5%
O=C(O)CCS(=O)(=O)c1nc(-c2cccs2)cc(C(F)(F)F)n1	-4%	i	4%	6%	·	-8%	-2%	1%
CCOC(=O)CNC(=S)N(CCCN1CCCC1)Cc1cccs1	1%	-2%	0%	0%	·	0%	3%	6%
CCN(CC)S(=O)(=O)c1ccc(OC)c(NC(=S)Nc2ccc(C)c(C)c2)c1	-1%	-2%	-21%	2%	-8%	-7%	2%	0%
CCn1c(SCC(=O)c2ccc(NC(C)=O)c(OC)c2)nnc1-c1ccc(NS(C)(=O)=O)cc1	1%	-8%	4%	2%	5%	13%	15%	-2%
CCN1C(=O)CS/C1=N\c1nccs1	-2%	i	5%	-7%	·	5%	-8%	1%
N#C/C(=C\Nc1ccc(Cl)cn1)S(=O)(=O)c1ccccn1	-2%	i	6%	7%	12%	0%	-7%	7%
COc1ccc(-c2nsc3c(N4CCN(C(=O)c5ccco5)CC4)ncnc23)cc1	-1%	i	-6%	-5%	6%	3%	1%	4%
O=C(Cn1nnc2ccccc21)N/N=C/c1ccco1	2%	-5%	-4%	-6%	1%	0%	?	0%
O=S1(=O)NC(=NCc2ccco2)c2ccccc21	2%	-4%	6%	-2%	?	0%	-5%	-9%
CCN(CC)C(=O)CSc1nnc(CNc2ccc(F)cc2)o1	-3%	8%	-7%	-11%	-1%	-15%	4%	-4%
COc1cc(/C=C(/C#N)c2ccc(C)cc2)ccc1Oc1ccc([N+](=O)[O-])cn1	2%	-1%	-4%	-5%	0%	4%	-2%	-4%
C/C(=N\O)C(C)(C)Nc1cccc(Br)c1	-3%	-5%	6%	-4%	-3%	3%	·	6%
COc1ccc(S(=O)(=O)Cc2ccc(C(=O)N3CCN(c4ccccc4F)CC3)o2)cc1	-3%	-3%	16%	-4%	·	4%	-3%	2%
O=C(Nc1ccc(-c2nc3ccccc3c(=O)o2)cc1)c1ccco1	-3%	-4%	-7%	4%	-15%	-4%	0%	7%
CC(C)(C)c1ccc(Oc2ncccc2NC(=O)c2cccs2)cc1	1%	-12%	6%	-7%	8%	5%	-1%	5%
COc1cc(C2NC(=O)N(C)C3=C2C(=O)CCC3)cc(OC)c1OC (stereo not drawn)	-6%	-6%	-2%	-1%	-4%	0%	-13%	5%
COc1cc(OC)cc(C(=O)N[C@H](C(=O)Nc2nc3ccccc3[nH]2)C(C)C)c1	-5%	i	-6%	-10%	-22%	4%	7%	-4%
COc1ccc(-n2nc(C(=O)NCc3cc(OC)ccc3OC)c3c4ccccc4n(C)c3c2=O)cc1	0%	-1%	10%	-1%	·	1%	3%	2%
Nc1nnc(SCC(=O)N2CCN(c3ccccc3)CC2)n1-c1ccccc1	3%	-6%	-13%	-5%	8%	-2%	-3%	0%

Reformatted with two lines to a compound: entries from further up.
Under each structure: TR SRC2 fluor cs, RECQ1 helicase, GAA glycogen, GAA spleen mod, L3MBTL1 inh, TRb SRC2 PPI, GAA inh, GoLoco inh red
- O=C(Nc1ccc(-c2nc3ccccc3c(=O)o2)cc1)c1ccco1
  -3%, -4%, -7%, 4%, -15%, -4%, 0%, 7%
- COc1ccc(S(=O)(=O)Cc2ccc(C(=O)N3CCN(c4ccccc4F)CC3)o2)cc1
  -3%, -3%, 16%, -4%, ·, 4%, -3%, 2%
- COc1cc(/C=C(/C#N)c2ccc(C)cc2)ccc1Oc1ccc([N+](=O)[O-])cn1
  2%, -1%, -4%, -5%, 0%, 4%, -2%, -4%

The listing continues:
SMILES	TR SRC2 fluor cs	RECQ1 helicase	GAA glycogen	GAA spleen mod	L3MBTL1 inh	TRb SRC2 PPI	GAA inh	GoLoco inh red
N#Cc1ccc(C23CC4(C2)[C@H](CN(CC2CCCCC2)[C@@H]4c2ccccc2)C3c2ccccc2)cc1 (stereo partly drawn)	-2%&-1%	-12%&-16%	5%	-3%&4%	·	-1%&1%	·	5%&2%
O=C(Nc1ccccc1F)C1CCN(C(=O)Cc2ccccc2)CC1	-6%	-12%	9%	-2%	·	-3%	?	8%
CN[C@H]1[C@@H](O[C@@H]2[C@H](O[C@@H]3[C@@H](O)[C@@H](O)[C@@H](N=C(N)N)[C@@H](O)[C@@H]3N=C(N)N)O[C@H](C)[C@@]2(O)C=O)O[C@@H](CO)[C@@H](O)[C@H]1O	?	i	·	2%[29.1 µM]	·	-18%[53 µM]	·	-17%[21.6 µM]
Cc1nn2c(c1-c1ccc(Cl)cc1)N=C(c1ccco1)CC2c1ccccc1 (stereo not drawn)	-13%	-27%	4%	-14%	-27%	5%	9%	60%[activator]
O=C(NCc1cccnc1)C(=O)NCC(c1ccco1)N1CCN(c2ccc(F)cc2)CC1 (stereo not drawn)	-3%	0%	5%	-3%	-19%	3%	6%	25%
O=C(CNC(=O)c1cccc(F)c1)N/N=C/c1cc(Br)ccc1OC(=O)/C=C/c1ccco1	1%	i	-1%	-4%	?	5%	3%	3%
CN1CCN(c2ccc(NC(=O)COc3ccc(Cl)cc3Cl)cc2)CC1	2%	i	4%	6%	-8%	-5%	-2%	-5%
CCN(CC(=O)Nc1cccc(OC)c1)C(=O)c1ccc(C)s1	2%	i	?	1%	·	-14%	4%	1%
CCOC(=O)C(C)(C)N(Cc1ccc(C)cc1)S(=O)(=O)c1ccc(Cl)c([N+](=O)[O-])c1	?	-10%	-9%	-8%	0%	-5%	-10%	-4%
Cc1nn(C)c(C)c1/C=C/C(=O)c1ccccc1	-4%	i	-3%	1%	·	5%	1%	8%
Cc1ccc(N2CCN(C(=S)c3ccc(-c4cccc([N+](=O)[O-])c4)o3)CC2)cc1	2%	i	-10%	3%	-21%	2%	-9%[15.4 µM]	25%
Cc1cccc2cc3c(N)c(C(=O)N4CCc5ccccc54)sc3nc12	0%	0%	9%	-5%	4%	-3%	5%	-23%
N#CCCn1cc(/C=N/O)c(-c2ccc(F)cc2)n1	-1%	-6%	1%	-10%	·	-10%	4%	8%
COc1ccc(S(=O)(=O)NCc2csc(-c3cccnc3)n2)cc1	-5%	-5%	7%	0%	0%	-13%	2%	8%
CCOC(=O)N1CCN(C(=O)c2ccc(Cl)c(S(=O)(=O)N3CCOCC3)c2)CC1	-1%	-9%	6%	1%	7%	-1%	3%	-4%
CN(C)CCNc1oc(-c2cccc(Cl)c2)nc1C#N	0%	-11%	12%	3%	·	1%	-2%	9%
Cc1ccc2[nH]c(=O)c(C(c3nnnn3C3CCCC3)N(Cc3cccnc3)Cc3ccco3)cc2c1 (stereo not drawn)	0%	-2%	-9%	4%	-1%	2%	-8%	4%
